Screening data from PubChem BioAssay.
KCNH2 3.1 block: KCNH2 3.1 (human) potassium channel inhibition; U2OS KCNH2 3.1, thallium flux FluxOr; hits give low values; activity change, % (tested at about 1.8 µM); 0.95% of 340,000 active;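 active means maximum activity change below -70%; inconclusive means maximum activity change from -70% to -50%; inactive means maximum activity change above -50%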;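 further: thallium influx rate constant from kinetic fluorescence after stimulation buffer; on the % scale 0 is the no-effect control and ±100 the full control effect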
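Virally transduced U2OS (3.1 isoform, 4 h infection in dark at RT) → overnight 37 C → FluxOr + Red40 in HBSS/HEPES, 45 min → stimulation buffer, 2 min kinetic read → rate constant vs DMSO controls.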
FBPA coupling cs: coupling enzyme interference in Giardia aldolase counter-screen | AID 2472 | coupling enzyme system counterscreen, AmpLite Red fluorescence | activity change, negative = inhibition, % at 58.2 µM, hits read low | 0.67% of 290,000 active; in the data active means activity change below about -30%; further: on the % scale 0 is the no-effect control and ±100 the full control effect
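Counterscreen lacking aldolase: glyceraldehyde-3-phosphate coupling-enzyme reagent preincubated 10 min at RT with compound (at 57.5 uM final), then substrate/coupling system with AmpLite Red added; fluorescence read at 525/598 nm after 20 min RT.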
CXXC DNA block: MLL CXXC-DNA interaction inhibition; Q03164; MLL-CXXC / FITC-HOXA9 DNA fluorescence polarization; Potency, µM (top dose mostly 115 µM), for inactives: at the highest dose activity change, negative = inhibition, hits mostly inhibitors; 0.037% of 290,000 active; active means well fitted inhibition curve with a large enough effect in the polarisation, with a control signal flat, not every such curve was filed as active; inconclusive means small, poorly fitted or top-dose-only effect, or effect the other way, or a change in a side signal; inactive means no such curve, though single readings can be large or run the other way; the % refers to the polarisation; further: potency means the concentration at half of the fitted maximal effect
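Purified MLL-CXXC (added from a 7 uM solution) was preincubated 5 min at ambient with pinned compounds in 50 mM Tris-HCl pH 7.5, 50 mM NaCl, 1 mM DTT, 0.05% BSA. Fluorescein-labeled HOX-A9 DNA (50 nM solution) followed, 30 min, then polarization read.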
GALK inhibitor: galactokinase (human) inhibition. P51570. Purified GALK, Kinase-Glo residual ATP luminescence. Potency, µM (top dose mostly 57.5 µM), without a hit: at the highest dose activity change, negative = inhibition, actives largely listed as inhibitors. 0.007% of 270,000 active. AID 1868; further: potency means the concentration at half of the fitted maximal effect; on the % scale 0 is the no-effect control and ±100 the full control effect
Target sequence (P51570 whole entry, looked up): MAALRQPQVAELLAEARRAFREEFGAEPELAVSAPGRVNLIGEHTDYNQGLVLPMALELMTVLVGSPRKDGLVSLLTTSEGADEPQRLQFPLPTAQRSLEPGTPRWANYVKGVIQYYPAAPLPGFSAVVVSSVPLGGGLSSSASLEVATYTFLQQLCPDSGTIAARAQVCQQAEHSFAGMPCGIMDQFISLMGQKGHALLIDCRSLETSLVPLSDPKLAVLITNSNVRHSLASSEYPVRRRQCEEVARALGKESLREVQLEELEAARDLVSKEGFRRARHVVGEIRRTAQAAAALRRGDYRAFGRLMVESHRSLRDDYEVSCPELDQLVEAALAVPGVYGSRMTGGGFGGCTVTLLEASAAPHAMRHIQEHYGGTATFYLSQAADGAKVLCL
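Kinase-Glo Plus luminescence measured ATP left after a 1 h room-temperature reaction. The reaction used 5 nM GALK, 100 uM galactose and 35 uM ATP at pH 8.0 (20 mM HEPES, 5 mM MgCl2, 60 mM NaCl, 1 mM DTT, 0.01% BSA).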
ASM inhibitor: human S-ASM enzyme inhibition; P17405; placental ASM, HMU-PC fluorogenic substrate, 60 min; Potency, µM (top dose mostly 57.5 µM), for the others: at the top dose activity change, negative = inhibition, actives largely listed as inhibitors; 0.006% of 340,000 active; AID 504937; further: potency means the concentration at half of the fitted maximal effect
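Fluorogenic HMU-PC substrate (9 uM final) is turned over by placental ASM in 60 min at 37 C after a 10 min compound preincubation. Reaction ended by alkaline stop (pH 10), with fluorescence read at 386/447 nm.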
A-T KAP1 phos: candidate therapy for ataxia-telangiectasia. […] A-T fibroblasts, KAP-1 phosphorylation AlphaLISA; neocarzinostatin DNA damage 30 min before lysis. 0.19% of 320,000 active. Potency, µM (series often up to 57.5 µM), for inactives: at the highest dose activation, hits mostly activators. AID 485349; further: potency means the concentration at half of the fitted maximal effect; % of control where 0% means no effect; nearly all actives have a fitted effect of over 45% in size
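ATM-like activity read as KAP-1 phosphorylation via AlphaLISA donor/acceptor antibody pairs after lysis and 6 hr at 25C. Cells were ATM-null patient fibroblasts ([…], hTERT), dosed 60 min, then exposed to the DSB inducer NCS for 30 min.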
Integrin act MD: activates integrin-mediated alleviation for muscular dystrophy | Potency, µM (highest dose often 38.3 µM), without a hit: at the highest dose activation, usual class: activators | AID 624291 | 0.064% of 350,000 active | alpha7betagal myoblasts, beta-gal FDG fluorescence, 48 h;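 further: potency means the concentration at half of the fitted maximal effect; 100% = response of the positive control SU9516; nearly all actives have a fitted effect of over 60% in size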
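alpha7betagal+/- myoblasts (passage 13, 250/well) treated 48 h at 37C with compounds at 1:260 dilution of DMSO stock. Lysed, then beta-galactosidase activity read as FDG fluorescence (ex 480/em 540) after 30 min, with pre-read for autofluorescence.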
hERG WT inh: KCNH2 (human, wildtype) channel inhibition. Q12809. U2OS, BacMam KCNH2, thallium flux FluxOr; hits give low values. activity change, % at 1.84 µM. 0.37% of 340,000 active;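 active means maximum activity change below -70%; inconclusive means maximum activity change between -70% and -50%; inactive means maximum activity change above -50%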; further: on the % scale 0 is the no-effect control and ±100 the full control effect
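U2OS cells were transduced with wild-type KCNH2 virus (2.03 x 10^8 / mL) for 4 h at room temperature, then cultured overnight at 37 C. Thallium flux was read with FluxOr dye. Rate constants were normalized to DMSO controls.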
MBNL1-CUG inh: blocks human MBNL1 binding to CUG repeat RNA | Q9NR56 | TR-FRET MBNL1-His/biotin-(CUG)12 binding, 665/545 ratio | Potency, µM (series often up to 57.5 µM), for the others: at the top dose activity change, negative = inhibition, hits mostly inhibitors | 0.036% of 280,000 active | AID 2675; active means well fitted inhibition curve with a large enough effect in the signal ratio, with a control signal flat, not every such curve was filed as active; inconclusive means small, poorly fitted or top-dose-only effect, or effect the other way, or a change in a side signal; inactive means no such curve, though single readings can be large or run the other way; the % refers to the signal ratio; further: potency means the concentration at half of the fitted maximal effect; on the % scale 0 is the no-effect control and ±100 the full control effect
Target sequence (Q9NR56 whole entry, looked up): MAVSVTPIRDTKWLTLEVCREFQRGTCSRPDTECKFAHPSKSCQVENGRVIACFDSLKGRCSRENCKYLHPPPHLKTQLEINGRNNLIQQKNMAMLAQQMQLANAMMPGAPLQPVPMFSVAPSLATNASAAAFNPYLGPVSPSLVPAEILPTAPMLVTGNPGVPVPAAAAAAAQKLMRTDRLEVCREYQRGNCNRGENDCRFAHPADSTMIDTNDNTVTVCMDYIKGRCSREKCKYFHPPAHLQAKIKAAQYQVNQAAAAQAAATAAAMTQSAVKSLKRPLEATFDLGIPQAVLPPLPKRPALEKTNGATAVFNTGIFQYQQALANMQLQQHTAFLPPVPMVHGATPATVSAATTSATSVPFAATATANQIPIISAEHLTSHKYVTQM
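TR-FRET between His-tagged MBNL1 and biotin-(CUG)12 RNA, detected with Tb anti-His antibody (0.055 ng/ul) and streptavidin-XL665 (5 nM), 60 min at room temperature. Compounds titrated 92 nM to 58 uM; 665/545 nm ratio normalized to buffer and complex controls.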
TRPV1 ag: activates the human vanilloid receptor TRPV1; Q8NER1; TRPV1-expressing cells, Fluo-8 calcium influx, agonist mode; activation, % at 8.33 µM; 0.19% of 320,000 active; AID 540275; in the data active means activation above about 80%; inconclusive means between about 30% and that limit; further: 0% is about no effect
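Cells expressing TRPV1 were dye-loaded with Fluo-8 and read kinetically: 10 s baseline, 3 min after compound (agonist portion), then 2 min after EC20 capsaicin (allosteric enhancer portion). Calcium-bound dye fluorescence at 480/520 nm.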
The depositor's hits bear a star; ? = inconclusive; nt = not tested or not shown; [ ] = another dose, or the depositor's remark. Unless noted, the call rests on the fitted dose curve; in most records, active means well fitted curve in the direction sought with a large enough effect; inconclusive means small, poorly fitted or top-dose-only effect, or another doubt; inactive means no such curve, though single readings can be large; an effect the other way counts as inactive or inconclusive.

SMILES	KCNH2 3.1 block	FBPA coupling cs	CXXC DNA block	GALK inhibitor	ASM inhibitor	A-T KAP1 phos	Integrin act MD	hERG WT inh	MBNL1-CUG inh	TRPV1 ag
O=C(c1ccc(-c2nnc(Nc3ccccc3)c3ccccc23)cc1)N1C[C@H]2C[C@H](C1)c1cccc(=O)n1C2	-2	1	8%	-4%	1%	2%	-5%	-6	?	-2
O=C(O)CCC(=O)Nc1nc2nccc(-c3ccccc3)n2n1	-1	-8	-10%	-2%	29%	0%	2%	-4	nt	1
CCc1ccccc1NC(=O)c1cc(-c2cccc(O)c2)on1	-15	1	15%	1%	2%	-15%	-7%	-2	4%	nt
COC(=O)[C@@]1(Cc2ccccc2)[C@H]2C(=O)N(C)C(=O)[C@H]2[C@H]2CN=C(SCC(=O)c3ccccc3)N21	-40	nt	nt	nt	6%	-9%	0%	3	nt	nt
Cc1ccc(-n2nnnc2CNC(=O)c2ccc([N+](=O)[O-])o2)cc1C	-1	nt	nt	nt	1%	9%	-51%[inhibitor]	-4	nt	3
O=C(Cc1ccccc1F)Nc1ccc(S(=O)(=O)Nc2ncccn2)cc1	-9	1	-4%	-2%	0%	-6%	0%	0	5%	4
Cc1nc(CNC(=O)CC2C(=O)NCCN2Cc2ccoc2)nc2c1CCCC2 (stereo not given)	2	0	0%	4%	3%	-7%	-48%[inhibitor]	3	10%	-3
C=CCN1C(=O)CSC1=Nc1ccc(O)cc1	1	1	-4%	-6%	4%	6%	-22%	7	3%	-3
O=C(CN1CCN(c2ccc(Cl)cc2)CC1)NCc1cccs1	4	3	12%	-1%	1%	-3%	-13%	-1	0%	23
O=C(Cc1cccs1)Nn1c(Cc2cccs2)nc2ccccc2c1=O	1	4	-6%	8%	0%	6%	22%	-7	-8%	-4
COc1ccc(/C=N/n2c(C)nc3ccccc3c2=O)cc1	0	4	2%	13%	15%	1%	12%	-3	2%	?
Cc1cc(=O)[nH]c(N2CCCNCC2)n1	-5	-1	5%	-1%	3%	-1%	14%	2	-6%	2
COc1ccc(Cl)cc1NC(=O)c1cnccn1	9	0	-1%	0%	-3%	5%	?	1	-2%	4
O=C(Nc1ccc(Cl)cc1F)C1CC1	4	1	?	0%	2%	6%	4%	-2	-9%	-4
O=C(/C=C/c1ccc(S(=O)(=O)N2CCOCC2)cc1)NCc1ccc(Cl)cc1	-16	5	?	-2%	-8%	0%	0%	17	26%	2
O=C(Cc1cccs1)Nc1ccc(-c2nnn(CC(=O)N3CCOCC3)n2)cc1	-3	2	10%	4%	-1%	-3%	-5%	1	-4%	4
S=C(Nc1cccnc1)Nc1ccccn1	8	4	1%	6%	1%	-23%	6%	4	-3%	-1
COc1ccc(/C=C/c2nc(-c3ccccc3)cc(=O)[nH]2)cc1	9	-2	4%	0%	15%	-9%	-9%	-3	-3%	6
NS(=O)(=O)c1cccc(NC(=O)CCc2ccc(S(=O)(=O)N3CCOCC3)cc2)c1	-11	nt	nt	nt	-3%	4%	0%	-3	nt	3
CC/C(O)=N\S(=O)(=O)c1ccc(N=NN(C)C)cc1	30	5	3%	1%	2%	-1%	1%	-12	-6%	-2
CCOc1ccc(CCNC(=O)C2CSC3(C)CCC(=O)N23)cc1OCC (stereo not given)	9	nt	5%	1%	0%	9%	?	-2	3%	2
CC1(C)CC(=O)C2=C(C1)NC(SCC(=O)Nc1ccccc1)=C(C#N)C21CCCCC1	10	-3	3%	-1%	-8%	-1%	8%	-2	-4%	?
CCOc1ccc2nc(SCC(=O)N3CCCCCC3)c(C#N)cc2c1	-7	-4	8%	-2%	60%[activator]	2%	-11%	0	2%	?
CC(=O)NC(CC(=O)Nc1nc(C)cs1)c1ccccc1 (stereo not given)	1	2	-4%	-2%	9%	-1%	8%	3	-8%	-3
NNC(=O)/C(=C\c1ccc(Br)cc1)NC(=O)c1cccs1	-13	7	5%	-1%	6%	-2%	2%	3	2%	-2

Overlap with the part before: two compounds, followed by the next part.
SMILES	KCNH2 3.1 block	FBPA coupling cs	CXXC DNA block	GALK inhibitor	ASM inhibitor	A-T KAP1 phos	Integrin act MD	hERG WT inh	MBNL1-CUG inh	TRPV1 ag
CC(=O)NC(CC(=O)Nc1nc(C)cs1)c1ccccc1 (stereo not given)	1	2	-4%	-2%	9%	-1%	8%	3	-8%	-3
NNC(=O)/C(=C\c1ccc(Br)cc1)NC(=O)c1cccs1	-13	7	5%	-1%	6%	-2%	2%	3	2%	-2
COc1ccccc1N1C(=O)c2ccccc2NC1c1cc(OC)c(OC)c(OC)c1 (stereo not given)	-23	1	-1%	-2%	226%[activator]	7%	3%	-11	9%	2
COC(=O)c1ccc(CNC(=O)Cn2cnnn2)cc1	17	3	-2%	-2%	9%	-9%	3%	-16	4%	-4
Cc1cc(C)nc(SCC(=O)N2CCC(C(N)=O)CC2)n1	0	1	-1%	0%	2%	9%	1%	-7	-3%	-4
CC(=O)/C=N/Nc1ccccc1	6	-1	2%	1%	6%	-5%	20%	-2	?	-5
O=C(N/C(=C\c1cccnc1)C(=O)N1CCOCC1)c1ccco1	17	4	-6%	5%	1%	1%	5%	8	-1%	6
O=C(O)c1cn(Cc2ccccc2)c2ccc(Cl)cc2c1=O	nt	nt	nt	nt	0%	12%	14%	nt	nt	1
O=C(Nc1cc(Cl)cc(Cl)c1)c1cccnc1	-2	0	1%	2%	-4%	-26%	32%	12	-2%	8
CCCCC(=O)OCC(=O)Nc1ccc(C)c(F)c1	2	-3	4%	-2%	4%	1%	-2%	-2	-11%	26
COCOc1ccc(/C=C/C(=O)c2c(OCOC)cc(OCOC)c(CC=C(C)C)c2O)cc1OCOC	3	nt	nt	nt	-20%	nt	-7%	0	nt	nt
COc1ccccc1N1CCN(C(=O)c2cc(-c3cccc(Cl)c3)on2)CC1	11	1	4%	0%	-14%	nt	-10%	-2	-2%	6
CN(CC(=O)NCC(c1ccccc1)N1CCCC1)S(=O)(=O)c1ccc(Cl)cc1 (stereo not given)	7	nt	nt	nt	-2%	7%	-21%	18	nt	2
Cc1cccc(C)c1NC(=O)CN1C(=O)COc2ccccc21	-2	1	5%	-8%	2%	2%	-4%	4	-6%	-4
COc1ccccc1N1CCN(C2CCCN(C(=O)c3cc(C)oc3C)C2)CC1 (stereo not given)	3	1	-4%	8%	0%	-5%	6%	5	-6%	1
O=C(CCCSc1nc(-c2ccco2)cc(C(F)(F)F)n1)NCC1CCCO1 (stereo not given)	-2	1	-3%	-3%	1%	2%	4%	4	23%	?
COc1cccc(N=c2oc3ccc(OC)cc3cc2-c2nc3ccccc3[nH]2)c1	-1	1	-9%	0%	30%	nt	0%	-5	16%	7
COC(=O)C1CN(C(=O)c2ccc(OC(F)F)cc2)c2ccccc2O1 (stereo not given)	-11	5	3%	5%	-1%	-1%	7%	0	-6%	0
CCSc1nnc(NC(=O)C(C)(C(F)(F)F)C(F)(F)F)s1	6	-12	-7%	-1%	6%	1%	18%	-5	-16%	-2
NS(=O)(=O)c1ccc(CCNC(=O)CSc2ncnc3ccccc23)cc1	2	3	4%	10%	3%	-6%	-21%	-9	0%	0
C=CCNC(=S)N1CCN(C2CCCCC2)CC1	3	1	-2%	-4%	-2%	34%	10%	38	-7%	2
Cc1onc(-c2ccccc2Cl)c1C(=O)N1CCCCC1	2	-1	0%	0%	5%	6%	-39%	-3	6%	4
FC(F)(F)Oc1ccc(Nc2nc(N3CCOCC3)nc(N3CCOCC3)n2)cc1	-77*	nt	10%	3%	-1%	-2%	0%	11	2%	-2
COc1cc(/C=C/CN2CCC(Oc3ccc(C(=O)N4CCCC4)cc3)CC2)ccc1O	3	6	-3%	nt	-1%	8%	-44%	-8	-11%	1
O=C(CCCN1C(=O)c2ccccc2C1=O)NCc1ccc(F)cc1	-3	0	-2%	-7%	2%	0%	-12%	-2	7%	27
CC(C)c1cc(N=NC(N)=O)cc(C(C)C)c1O	5	-2	-1%	1%	-2%	-6%	-22%	nt	?	0
COc1ccc(S(=O)(=O)Nc2ccccc2C(=O)N2CCOCC2)cc1C	-15	0	0%	6%	2%	2%	-3%	13	9%	-3
Cc1ccc(C=C2C(=O)c3ccccc3C2=O)o1	-83*	1	0%	5%	-3%	-7%	5%	-2	nt	-1
CC(C)(C)C1CCC(C(=O)NCCc2ccc(S(N)(=O)=O)cc2)CC1 (stereo not given)	12	6	-15%	-1%	3%[11.5 µM]	-7%	23%	5	-4%	1
Cc1nn(Cc2cccc(F)c2)c(C)c1NC(=O)c1ccc(COc2ccccc2Cl)cc1	-21	-2	-2%	-3%	-9%	1%	-51%[inhibitor]	3	0%	1
CCOc1ccc2c(c1)c1nc3ccccc3nc1n2C	3	0	-9%	4%	-12%	2%	?	19	34%[activator]	25
